Screening results as filed in PubChem BioAssay.
CYP2C19 inhib – human CYP2C19 inhibition; AID 778; P33261; CYP2C19 Supersomes, luciferin-H EGE luminescence, 30 min; hit rate 21% among 96,000; inhibition, % at 5 µM;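 active means CYP2C19 inhibition above a set limit at 5 µM in the primary screen, cut at about 50% in these data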;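 further: plate controls were negative control wells for no effect and 2.5 mM tranylcypromine positive control for full effect; values of inactives mirror those of a sister screen read the other way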
Target sequence (P33261 whole entry, looked up): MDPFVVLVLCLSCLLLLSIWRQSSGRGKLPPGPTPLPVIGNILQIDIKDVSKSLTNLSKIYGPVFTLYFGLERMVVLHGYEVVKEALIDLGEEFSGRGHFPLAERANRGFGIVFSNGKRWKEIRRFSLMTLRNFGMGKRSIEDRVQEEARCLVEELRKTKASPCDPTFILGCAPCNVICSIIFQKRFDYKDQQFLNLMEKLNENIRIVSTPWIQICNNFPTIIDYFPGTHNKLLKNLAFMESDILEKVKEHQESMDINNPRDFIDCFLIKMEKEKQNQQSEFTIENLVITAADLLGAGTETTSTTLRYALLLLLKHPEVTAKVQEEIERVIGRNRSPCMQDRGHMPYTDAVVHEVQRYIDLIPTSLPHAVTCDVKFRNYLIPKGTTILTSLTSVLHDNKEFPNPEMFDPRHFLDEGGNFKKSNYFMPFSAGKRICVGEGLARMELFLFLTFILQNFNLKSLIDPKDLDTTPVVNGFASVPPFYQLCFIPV
CYP2C19 activ – cytochrome P450 2C19 (human) activation | recombinant CYP2C19, luciferin-H EGE luminescence; active compounds read high; 0 = fully inhibited enzyme, 1 = untreated enzyme | activation factor at 5 µM | 96,000 tested, under 10 active | AID 1025;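 active means activation factor of at least 2 at 5 µM in the primary screen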;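 further: 0 = wells with 2.5 mM tranylcypromine and 1 = vehicle-only wells; values of inactives mirror those of a sister screen read the other way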
Mac1 fbg enh – CD11b/CD18-fibrinogen binding enhancement | P05107+P11215 | K562 CD11b/CD18 adhesion to fibrinogen, ATPlite luminescence | activation, % at 10 µM | hit rate 0.07% among 93,000 | AID 1499;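 active means 10 µM primary screen giving 50% or more activity, confirmed by 40% or more on retest at that dose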; further: strong numbers were not always called active
Mac1 fbg inh – blocks human CD11b/CD18 adhesion to fibrinogen; K562 CD11b/CD18 adhesion to fibrinogen, ATPlite luminescence; Mn2+ added to activate the integrin; inhibition, % at 10 µM; hit rate 0.54% among 93,000;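 active means primary inhibition of 50% or more at 10 µM, then 40% or more on retest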; further: some results filed as inactive read as strong as hits
HUVEC prolif 384 – blocks proliferation of human endothelial cells | HUVEC proliferation, CellTiter-Glo luminescence, 72 h; active compounds read low | hit rate 1.1% among 86,000 | viability, % at 10 µM (by protocol);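 active means viability at or below 30%; inactive means viability above 30%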;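 further: 100% = median luminescence of DMSO-only cell control wells on each plate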
H69AR growth 86K – growth inhibitors of human H69AR lung tumor cells; H69AR lung tumor viability, ATP luminescence, 72 h; active compounds read low; viability, % at 10 µM; hit rate 6% among 85,000; AID 598;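 active means viability at or below 40%; inactive means viability above 40%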;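 further: multidrug resistant small cell line overexpressing MRP-1 efflux transporter; 100% = mean luminescence of untreated control wells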
ERa SRC1 pot – enhances coactivator binding to human estrogen receptor alpha; P03372; TR-FRET ERalpha-LBD/SRC-Cy5 coactivator binding, 2 h; 100 = basal binding, no effect; coactivator binding (% of control), % at 25.6 µM; hit rate 1.3% among 86,000; AID 639; in the data active means activity above about 200%;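 further: binding measured in presence of low estradiol as agonist stimulus; 0% = peptide alone without receptor and 100% = receptor with peptide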
Target sequence (P03372 whole entry, looked up, the tested form may be a part): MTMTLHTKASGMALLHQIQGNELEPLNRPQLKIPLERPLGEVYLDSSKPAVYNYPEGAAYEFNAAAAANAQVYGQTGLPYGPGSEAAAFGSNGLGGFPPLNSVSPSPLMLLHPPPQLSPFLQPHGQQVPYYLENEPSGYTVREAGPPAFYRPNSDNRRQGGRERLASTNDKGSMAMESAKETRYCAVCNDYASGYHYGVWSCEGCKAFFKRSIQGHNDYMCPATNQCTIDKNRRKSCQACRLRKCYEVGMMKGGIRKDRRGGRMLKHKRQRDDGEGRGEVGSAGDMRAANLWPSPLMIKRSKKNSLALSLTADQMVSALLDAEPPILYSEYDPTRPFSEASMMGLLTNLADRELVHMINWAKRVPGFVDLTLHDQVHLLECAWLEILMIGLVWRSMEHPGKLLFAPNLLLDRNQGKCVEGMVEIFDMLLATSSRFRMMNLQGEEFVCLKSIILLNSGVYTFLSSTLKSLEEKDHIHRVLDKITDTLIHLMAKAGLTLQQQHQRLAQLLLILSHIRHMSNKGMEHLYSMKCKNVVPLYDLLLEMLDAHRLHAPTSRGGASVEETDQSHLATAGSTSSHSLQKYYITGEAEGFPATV
Fibroblast inh – blocks proliferation of human lung fibroblasts | viability, % at 10 µM | LL 47 human lung fibroblast viability, ATP luminescence; active compounds read low | hit rate 1.1% among 85,000;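 active means viability at or below 50% in the single dose screen; inactive means viability above 50%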;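 further: compound exposure lasted 72 h before the ATP readout; 100% = median luminescence of untreated cell-only wells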
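Benchmarks: Cell-only wells, no compound | Test system: LL 47 human lung fibroblasts, passage 12 or lower | Input: 1,150 cells/well | Measured by: CellTiter-Glo luminescence measuring cellular ATP | Medium: IMEM, 15% FBS supplement | Schedule: Overnight attachment after seeding, then 72 h compound exposure at 37 °C | Doses: Compound addition at 0.1% DMSO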
ERa SRC1 inh – ER-alpha (human) coactivator binding inhibition. P03372. TR-FRET ER-alpha LBD / SRC-1 peptide, estradiol-bound. inhibition, % at 25.6 µM. hit rate 1.7% among 86,000; in the data active means inhibition above about 50%;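 further: 0% = receptor plus peptide control and 100% = peptide only without receptor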
Numbers without * were called inactive; x = no result given; [ ] = another dose, or the depositor's remark.

Start of the listing, in advance:
SMILES	CYP2C19 inhib	CYP2C19 activ	Mac1 fbg enh	Mac1 fbg inh	HUVEC prolif 384	H69AR growth 86K	ERa SRC1 pot	Fibroblast inh	ERa SRC1 inh
CC(=O)/C(C(=N)N1CCN(c2cccc(Cl)c2)CC1)=C(\C)O	-1	1	3	28	102	86	108	94	-18
Cc1ccccc1N/C=C/C(=C(C#N)C#N)N(C)C	42	0.6	-7	11	x	x	x	x	x
CCCCn1cnc2c1c(=O)[nH]c(=O)n2CCCC	31	0.7	0	6	104	73	106	101	-10
Cc1ccc(C)c(N2CCN(C(=O)C3CCCN(S(=O)(=O)c4cnc[nH]4)C3)CC2)c1 (stereo not drawn)	-4	1	1	-1	94	94	90	93	-2[fluorescence artefact?]

Main list, from the start:
SMILES	CYP2C19 inhib	CYP2C19 activ	Mac1 fbg enh	Mac1 fbg inh	HUVEC prolif 384	H69AR growth 86K	ERa SRC1 pot	Fibroblast inh	ERa SRC1 inh
CC(=O)/C(C(=N)N1CCN(c2cccc(Cl)c2)CC1)=C(\C)O	-1	1	3	28	102	86	108	94	-18
Cc1ccccc1N/C=C/C(=C(C#N)C#N)N(C)C	42	0.6	-7	11	x	x	x	x	x
CCCCn1cnc2c1c(=O)[nH]c(=O)n2CCCC	31	0.7	0	6	104	73	106	101	-10
Cc1ccc(C)c(N2CCN(C(=O)C3CCCN(S(=O)(=O)c4cnc[nH]4)C3)CC2)c1 (stereo not drawn)	-4	1	1	-1	94	94	90	93	-2[fluorescence artefact?]
CCOC(=O)N1CCC(NC(=O)CCC(=O)N2CCOc3ccccc32)CC1	12	0.9	x	x	103	94	117[fluorescence artefact?]	96	-1[fluorescence artefact?]
CC1(C)CC(NC(=O)c2coc(=O)c(Br)c2)CC(C)(C)N1	0	1	0	1	81	0.7*	123	34*	-6
Cc1ccc(-c2nc3n(n2)Cc2ccccc2-3)cc1	x	x	x	x	84	67	101	87	-7
O=C(c1cc2ccccc2oc1=O)N1CCN(CCc2ccccc2)CC1	-5	1.1	-1	-1	85	87	107	101	6
CC(C)(C)NC(=O)CSc1nnc(-c2ccco2)n1Cc1ccco1	47	0.5	2	-6	96	100	113	99	4
O=C(NCCc1ccccc1)c1ccc(OCCOc2ccccc2)cc1	-8	1.1	x	x	97	88	111	93	-5
Cc1occc1-c1nnc(SCC(=O)Nc2ccccc2)n1Cc1ccccc1	34	0.7	-2	-4	93	72	108	98	-2
Cc1ccc2[nH]c(=O)c(C(c3nnnn3C3CCCC3)N(Cc3cccnc3)Cc3ccco3)cc2c1 (stereo not drawn)	21	0.8	-1	-7	80	62	98	90	-13
CN(C)CCNc1oc(-c2cccc(Cl)c2)nc1C#N	2	1	-4	1	75	88	99[fluorescence artefact?]	100	-31[fluorescence artefact?]
COc1cccc(CNC(=O)C2CCCN(S(=O)(=O)c3c(C)n[nH]c3C)C2)c1 (stereo not drawn)	18	0.8	-2	-4	85	84	119	91	-1[fluorescence artefact?]
CCOc1ccccc1-n1c(SCC(N)=O)nnc1-c1ccccc1	36	0.6	2	-10	102	88	101	105	-1
Cc1nn2c(c1-c1ccc(Cl)cc1)N=C(c1ccco1)CC2c1ccccc1 (stereo not drawn)	25	0.8	x	x	91	65	124	87	-3
O=C(Nc1ccccc1F)C1CCN(C(=O)Cc2ccccc2)CC1	43	0.6	-3	-3	102	91	100	97	-4
Nc1nnc(SCC(=O)N2CCN(c3ccccc3)CC2)n1-c1ccccc1	-10	1.1	3	-2	100	104	106	97	-3
COc1ccc(S(=O)(=O)NCc2csc(-c3cccnc3)n2)cc1	91*	0.1	0	-17	111	94	98[fluorescence artefact?]	91	5
N#CCCn1cc(/C=N/O)c(-c2ccc(F)cc2)n1	-12	1.1	-2	1	107	93	93	97	4
Cc1nn(C)c(C)c1/C=C/C(=O)c1ccccc1	18	0.8	-5	-2	x	x	x	x	x
CCN(CC(=O)Nc1cccc(OC)c1)C(=O)c1ccc(C)s1	76*	0.2	4	5	x	x	x	x	x
CN1CCN(c2ccc(NC(=O)COc3ccc(Cl)cc3Cl)cc2)CC1	18	0.8	-4	-3	68	81	79	92	8[fluorescence artefact?]
COc1ccc(S(=O)(=O)Cc2ccc(C(=O)N3CCN(c4ccccc4F)CC3)o2)cc1	49	0.5	-2	5	96	95	105	97	5
COc1cc(/C=C(/C#N)c2ccc(C)cc2)ccc1Oc1ccc([N+](=O)[O-])cn1	-3	1	-6	6	x	x	x	x	x
CCN(CC)C(=O)CSc1nnc(CNc2ccc(F)cc2)o1	-9	1.1	x	x	96	87	105	100	-8
O=S1(=O)NC(=NCc2ccco2)c2ccccc21	14	0.9	7	-8	101	89	108	100	6
COc1ccc(-c2nsc3c(N4CCN(C(=O)c5ccco5)CC4)ncnc23)cc1	10	0.9	6	-3	100	63	146	97	24[fluorescence artefact?]
COc1cc(C2NC(=O)N(C)C3=C2C(=O)CCC3)cc(OC)c1OC (stereo not drawn)	-10	1.1	-4	4	85	102	105[fluorescence artefact?]	106	6
COc1ccc(CCN(Cc2cccs2)S(=O)(=O)c2ccc(-n3cnnn3)cc2)cc1OC	x	x	x	x	101	63	96	94	-3
O=C1N2CN(C(c3ccccc3)c3ccccc3)CN=C2SC1(CO)CO	8	0.9	7	-16	99	89	130	101	3[fluorescence artefact?]
O=c1cc(CN2CCc3ccccc32)nc2sccn12	57*	0.4	7	-12	93	96	98	103	9
CCOC(=O)CCc1c(C)c(C#N)c2nc3ccccc3n2c1-n1ccnc1	1	1	1	-5	97	78	131	103	-9
Cc1ccc(S(=O)(=O)/N=C2/NC(=O)/C(=C\c3ccco3)S2)cc1	19	0.8	-11	42	x	x	x	x	x
CCCC(=O)Nc1ccccc1NC(=O)C1CCCCC1	2	1	6	-6	88	85	88	92	9
Cn1c(CN2CCN(CC#N)CC2)c(C#N)c2ccccc21	48	0.5	-1	-49	95	71	103	101	-2
O=S(=O)(CCn1cccc1)CCn1cccc1	x	x	x	x	100	85	107	96	2
CCN1C(=O)CS/C1=N\c1nccs1	19	0.8	3	-4	98	97	105	108	4
O=C(O)CCS(=O)(=O)c1nc(-c2cccs2)cc(C(F)(F)F)n1	7	0.9	-5	-8	93	33*	121	92	-1
N#CCSc1nnc(CNc2cccc(Cl)c2)o1	16	0.8	-3	2	91	88	108	103	1
CCCNS(=O)(=O)c1ccc(CCC(=O)N2CCCCC2)cc1	40	0.6	-1	-3	93	96	111	96	-2
COCCn1c(=O)[nH]c2cc(C(=O)NCCN3CCN(c4ccc(OC)cc4)CC3)ccc2c1=O	x	x	x	x	119	87	106	100	0
COCCn1nnnc1C(c1ccc2ncccc2c1)N1CCc2ccccc21 (stereo not drawn)	94*	0.1	1	-5	92	97	97	91	-2
C(#Cc1ccc(C#CCN2CCCC2)cc1)CN1CCCC1	12	0.9	0	-41	x	x	x	x	x
C1=C(CCNCC2CCCCC2)CCCC1	88*	0.1	-3	-2	x	x	x	x	x
CCn1c(SCC(=O)NCC2CCCO2)nc2cc(S(=O)(=O)N3CCCCC3)ccc21 (stereo not drawn)	11	0.9	-2	-4	89	97	88	94	0
CC(=O)c1sc(N2C(=O)c3oc4ccccc4c(=O)c3C2c2ccc(C)o2)nc1C (stereo not drawn)	x	x	x	x	101	9.4*	82	87	64*
C=CCn1c(Br)nc2c1c(=O)[nH]c(=O)n2C	-4	1	2	-9	105	90	108	99	2
Cc1nn(Cc2ccccc2)c(Cl)c1C(=O)OC1CCOC1=O (stereo not drawn)	64*	0.4	0	-10	104	92	107	95	-4
Cc1cc(C)n(-c2ccc3cccc(NS(C)(=O)=O)c3n2)n1	-1	1	-3	-1	23*	21*	89	26*	-2

(continued)
SMILES	CYP2C19 inhib	CYP2C19 activ	Mac1 fbg enh	Mac1 fbg inh	HUVEC prolif 384	H69AR growth 86K	ERa SRC1 pot	Fibroblast inh	ERa SRC1 inh
N#Cc1nc(N2CCCC2)nc(N2CCCC2)n1	2	1	x	x	89	85	124	77	-1
CCc1ccc(/C=N/NC(=O)c2ccc(OC3CCCC3)cc2)s1	26	0.7	-4	12	x	x	x	x	x
O=S(=O)(CCc1nc2ccccc2o1)c1ccc2ccccc2c1	17	0.8	-2	11	98	92	109	109	10[fluorescence artefact?]
O=C(CCNS(=O)(=O)c1cccc2nonc12)NCc1cccs1	16	0.8	-1	32	99	89	117	98	-20
Fc1ccc(-c2nnc(-c3ccc(Cl)cc3)o2)cc1	2	1	8	5	109	97	142[fluorescence artefact?]	108	-3[fluorescence artefact?]
CCOC(=O)NC(NCCc1ccccc1)(C(F)(F)F)C(F)(F)F	63*	0.4	-6	1	98	12*	111	98	-13
Cc1cccc(Cc2c(C)nc3c(C(=O)NCc4ccco4)cnn3c2C)c1	50*	0.5	-2	10	80	45	80	94	0
O=C(Nc1c(F)cc(F)cc1Br)c1cccnc1	4	1	4	9	94	93	120	97	-11
C=CCSc1nnc(-c2c[nH]c3ccccc23)n1CC	79*	0.2	-1	-7	101	82	117	103	9
CN1CCN(C(=O)NC2CCCN2S(=O)(=O)c2ccc(Cl)cc2)CC1 (stereo not drawn)	-2	1	x	x	116	94	126	96	-2
O=C1/C(=C/c2ccccc2)NC(=S)N1C(c1ccccc1)c1ccccc1	15	0.9	-5	-4	x	x	x	x	x
COc1ccc(O)c(-c2[nH]ncc2C(=O)c2ccccc2C)c1	90*	0.1	0	7	102	93	82	99	-7
COc1ccc(N2C(C(C)=O)=NN(c3ccccc3)C2c2cccs2)cc1 (stereo not drawn)	43	0.6	3	-14	107	76	116	79	2
Cc1ccccc1C(=O)/C=C1\NC(=O)CS1	7	0.9	2	-4	103	87	119[fluorescence artefact?]	103	-5[fluorescence artefact?]
O=C(CNC(=O)c1cccs1)NCC(=O)OCc1c(Cl)cccc1Cl	30	0.7	1	-3	x	x	x	x	x
CC(C)CC(=O)n1sc(NC(=O)c2ccccc2)nc1=O	-16	1.2	-7	55*	x	x	x	x	x
Cc1c(C(=O)NC2CC2)oc2ccc(S(=O)(=O)N3CCCCCC3)cc12	27	0.7	0	6	104	59	99	89	-8
Cc1ccc(C)c(N2CCN(C(=O)CN(C)S(=O)(=O)c3ccc4c(c3)CCC(=O)N4)CC2)c1	51*	0.5	1	-3	90	78	105	107	-7
CC(C)(C)C(=O)Nc1sc2c(c1C#N)CCCCC2	x	x	x	x	102	96	116	105	-8
CSc1ccccc1NC(=O)CN(C1CCCCC1)S(C)(=O)=O	93*	0.1	-2	-48	84	100	102	103	2
C/C(NCCN1CCOCC1)=C(\C#N)C(N)=O	x	x	x	x	98	90	98	101	4
COc1cc2nc(C3CC3)n(NC(=O)c3ccc(Cl)cc3)c(=O)c2cc1OC	20	0.8	-4	7	68	24*	112	91	-9
O=C1c2cccnc2C(=O)N1Cc1ccccc1	x	x	x	x	103	99	75	101	-2
O=C(Nc1ccc(-n2ccnc2P(=O)(O)c2ccccc2)cc1)c1ccccc1Cl	3	1	-5	9	x	x	x	x	x
COC(=O)C(O)(CC(=O)Nc1ccc(Cl)cc1Cl)C(F)(F)F (stereo not drawn)	x	x	x	x	88	89	117	99	-17
COc1ccccc1NS(=O)(=O)c1cccs1	81*	0.2	2	0	83	100	103	99	4[fluorescence artefact?]
Cc1nn(C2CCCCC2)c(N)c1-c1ccccc1	39	0.6	-2	-8	100	114	127	97	-4
